IL2 activator = activates IL-2 in a cell-based reporter assay; IL-2 activation reporter assay, cell-based qHTS; stimulated with anti-CD3/CD4/CD28 beads; in transgenic mouse T cells; activation, % (series mostly up to about 46 µM); 360,000 compounds, 0.065% hits; AID 652025; in the data active = activation above about 50%; inconclusive = mostly about 30% to 49%; also: 0% is about no effect
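Unstimulated transgenic mouse T cells preincubated 60 min with compound, then stimulated with anti-CD3/anti-CD4-coated beads plus anti-CD28 for 18 h at 37 degrees C. IL-2 response read as EGFP and DsRed fluorescence by plate cytometry.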
aSyn rescue = inhibitors of alpha-synuclein toxicity in yeast | Yeast expressing alpha-synuclein, growth rescue, BacTiter-Glo, 24 h | Potency, µM (top dose mostly 46.1 µM), for the others: at the highest dose growth rescue (activation), most hits filed as activators | 370,000 compounds, 0.14% hits; also: potency is read from the fitted curve at half-maximal effect; % of control where 0% means no effect; nearly all actives have a fitted effect of over 65% in size
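Galactose-induced alpha-syn yeast (OD600=0.02, raffinose-pregrown) + pinned cpd, 24 hr, 30 deg C; growth by BacTiter-Glo luminescence. Growth restoration scores as activation.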
EPAC1 agonist = activates human EPAC1 exchange factor. EPAC1 agonist qHTS, biochemical assay; response scale: 100% = response to 6.5 mM cAMP. Potency, µM (series often up to 154 µM), inactives show at the highest dose activation, most hits filed as activators. 360,000 compounds, 0.073% hits. AID 720707; also: potency is read from the fitted curve at half-maximal effect; nearly all actives have a fitted effect of over 60% in size
Target sequence (O95398 whole entry, looked up): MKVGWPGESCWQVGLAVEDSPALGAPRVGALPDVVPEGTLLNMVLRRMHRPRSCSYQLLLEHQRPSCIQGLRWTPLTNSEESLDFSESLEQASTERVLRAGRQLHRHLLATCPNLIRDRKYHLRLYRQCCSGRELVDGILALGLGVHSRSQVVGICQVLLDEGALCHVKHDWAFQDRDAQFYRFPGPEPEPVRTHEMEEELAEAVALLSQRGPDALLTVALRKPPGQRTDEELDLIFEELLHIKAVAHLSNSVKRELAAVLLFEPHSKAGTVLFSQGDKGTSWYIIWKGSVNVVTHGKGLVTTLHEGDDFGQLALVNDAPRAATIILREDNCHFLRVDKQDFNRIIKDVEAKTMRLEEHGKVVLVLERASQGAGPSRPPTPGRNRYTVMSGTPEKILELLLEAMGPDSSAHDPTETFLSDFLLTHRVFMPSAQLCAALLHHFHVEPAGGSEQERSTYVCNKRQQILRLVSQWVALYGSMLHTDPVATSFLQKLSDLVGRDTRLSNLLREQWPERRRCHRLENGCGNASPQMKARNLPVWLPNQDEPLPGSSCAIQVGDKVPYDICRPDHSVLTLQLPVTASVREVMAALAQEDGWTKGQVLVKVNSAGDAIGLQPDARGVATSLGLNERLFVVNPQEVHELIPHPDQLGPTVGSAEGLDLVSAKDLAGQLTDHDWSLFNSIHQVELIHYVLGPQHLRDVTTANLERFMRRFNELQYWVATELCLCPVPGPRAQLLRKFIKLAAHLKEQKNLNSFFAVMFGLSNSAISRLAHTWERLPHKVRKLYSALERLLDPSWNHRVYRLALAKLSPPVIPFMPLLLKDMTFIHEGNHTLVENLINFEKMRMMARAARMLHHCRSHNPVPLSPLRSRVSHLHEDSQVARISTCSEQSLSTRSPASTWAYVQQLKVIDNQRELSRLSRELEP
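Nucleotide exchange by EPAC1 (100 nM) on Rap1B–BODIPY-GDP (250 nM) in the presence of 50 uM GDP is tracked fluorescently at 480/540 nm over 30 min. Signals are normalized to a 6.5 mM cAMP control.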
Abeta yeast res = restores growth of yeast expressing A-beta42 peptide; 410,000 compounds, 0.063% hits; yeast expressing A-beta42, growth rescue, OD600, 48 h; response scale: 0% DMSO, 100% iron-clioquinol control; Potency, µM (titrated, usually from 46.1 µM), for the others: at the top dose growth rescue, hits mostly activators; also: potency is read from the fitted curve at half-maximal effect; nearly all actives have a fitted effect of over 55% in size
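Growth rescue measured by 600 nm absorbance after 48 h yeast culture at 30 C with compound. Values normalized between DMSO and an equimolar ferric chloride plus clioquinol control.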
WRN inhibitor = inhibitors of human WRN helicase. Q14191. WRN helicase unwinding, fluorescent forked duplex, kinetic. Potency, µM (series often up to 114 µM), for the others: top-dose activity change, negative = inhibition, actives largely listed as inhibitors. 360,000 compounds, 0.46% hits. AID 651768; also: potency is read from the fitted curve at half-maximal effect; % is scaled to controls: 0 for no effect and ±100 for the full control effect; nearly all actives have a fitted effect of over 55% in size
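Kinetic fluorescence helicase assay: unwinding of a quenched forked DNA duplex (100 nM final) with 2 mM ATP final raises red fluorescence (525/598 nm). Compounds sat 15 min at room temperature with 20 nM WRN beforehand.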
FUS suppressor = suppressors of FUS proteinopathy in yeast; 390,000 compounds, 0.24% hits; S. cerevisiae FUS-expressing, growth rescue, OD600, 24 h; Potency, µM (doses to about 76.6 µM), for the others: at the highest dose growth rescue (activation), actives largely listed as activators;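 also: potency is read from the fitted curve at half-maximal effect; plate controls were DMSO vehicle for no effect and reference control for full effect; nearly all actives have a fitted effect of over 55% in size; some results filed as inactive show a strong effect at the top dose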
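Restored growth of FUS-toxic S. cerevisiae, read as 600 nm absorbance after 24 h at 30C in galactose medium (starting OD 0.005). Controls CP55940 and DMSO.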
PI5P4K alpha inh = PI5P4K alpha (human) kinase inhibition | P48426 | PI5P4Kalpha enzyme, ADP-Glo luminescence, 60 min; hits give low values | max response, % | 330,000 compounds, 1.2% hits; active = max response of -50% or lower; inconclusive = between -30% and -50%; inactive = -30% or higher; also: value at the top dose of about 77 µM; % is scaled to controls: 0 for no effect and ±100 for the full control effect
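qHTS, 1536-well: enzyme/substrate mix, compound by pin tool, 5 microM ATP final; RT 60 min; ADP-Glo reagents 1 (45 min) then 2 (30 min); luminescence.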
PLK1 PBD inh = blocks phosphopeptide binding to human PLK1 polo-box domain; Plk1 PBD binding of FITC phosphopeptide, fluorescence polarization; P53350; Potency, µM, for the others: max response, negative = inhibition, most hits filed as inhibitors; AID 720504; 360,000 compounds, 2.8% hits; also: potency is read from the fitted curve at half-maximal effect; series mostly up to about 57 µM; % is scaled to controls: 0 for no effect and ±100 for the full control effect; nearly all actives have a fitted effect of over 65% in size
EPAC1 antagonist = EPAC1 (human) antagonism. EPAC1 GEF assay, Rap1b-BODIPY-GDP exchange fluorescence. 360,000 compounds, 0.14% hits. Potency, µM (highest dose often 115 µM), for inactives: top-dose activity change, negative = inhibition, actives largely listed as inhibitors. AID 720709;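 also: potency is read from the fitted curve at half-maximal effect; plate controls were vehicle for no effect and positive control for full effect; nearly all actives have a fitted effect of over 50% in size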
Starred values were filed as active, the others as inactive; ? = inconclusive; nt = not tested or not shown; [ ] = dose if it differs, or a comment. Unless noted, calls follow the shape of the dose curve; as a rule, active = well fitted curve in the direction sought with a large enough effect; inconclusive = small, poorly fitted or top-dose-only effect, or another doubt; inactive = no such curve, though single readings can be large; an effect the other way counts as inactive or inconclusive.

SMILES	IL2 activator	aSyn rescue	EPAC1 agonist	Abeta yeast res	WRN inhibitor	FUS suppressor	PI5P4K alpha inh	PLK1 PBD inh	EPAC1 antagonist
COc1cccc(-c2nnc(NC(=O)c3ccc(S(=O)(=O)N4CC(C)OC(C)C4)cc3)o2)c1 (stereo unspecified)	-0.1	3%	-16%	5%	3%[57.1 µM]	3%	-7	-3%	-6%
NC(=O)C1(N2CCCCC2)CCN(C(=O)c2ccccc2)CC1	-2.3	-2%	-17%	-2%	13%	-24%	-9	-4%	-4%
Cc1nn(Cc2nc(-c3cccs3)no2)c(C)c1Br	-1.2	?	1%	-4%	-5%	-13%	7	-19%	-34%
COc1ccccc1C(=O)Nc1ccc(S(=O)(=O)Nc2cnc3ccccc3n2)cc1	2.4	1%	-2%	10%	-4%	?	0	2%	-20%
COc1ccc(N(C)S(=O)(=O)c2cccc(C(=O)Nc3nnc(C4CC4)s3)c2)cc1	-0.8	-9%	-5%	-1%	-5%	5%	-15	-1%	-22%
NC(=O)CC(NC(=O)Cc1cccc2ccccc12)c1ccc(NCc2ccccn2)c([N+](=O)[O-])c1 (stereo unspecified)	0.0	-1%	-17%	2%	-4%	-2%	1	4%	10%
COc1ccc(/C=C/C(=O)Oc2cccc(/C=N/NC(=O)c3cccc(F)c3)c2)cc1	-2.6	-2%	5%	-9%	9%	2%	7	-2%	-5%
CCc1cc(=O)oc2cc3occ(-c4ccc(OC)c(F)c4)c3cc12	0.9	11%	2%	6%	?	21%	1	-5%	16%
O=S(=O)(NCc1cn2ccccc2n1)c1cc(F)ccc1F	0.8	1%	-1%	17%	-4%	10%	6	-2%	2%
Cc1ccc(CN2C(=O)CCC2C(=O)NCCc2ccccc2)cc1 (stereo unspecified)	3.3	0%	-2%	9%	9%	-20%	-5	8%	-3%
CC(C)(C)OC(=O)N1CCN(C(=O)c2[nH]cnc2C(=O)Nc2ccc(Cl)cc2)CC1	0.3	4%	-21%	0%	6%	-16%	-3	-2%	2%
COc1ccc(-c2cc(-c3cccs3)nc3sc(C#N)c(N)c23)cc1	0.4	0%	1%	-5%	-9%	nt	-1	16%	4%

3 consecutive compounds out of the list so far, for reference:
SMILES	IL2 activator	aSyn rescue	EPAC1 agonist	Abeta yeast res	WRN inhibitor	FUS suppressor	PI5P4K alpha inh	PLK1 PBD inh	EPAC1 antagonist
Cc1ccc(CN2C(=O)CCC2C(=O)NCCc2ccccc2)cc1 (stereo unspecified)	3.3	0%	-2%	9%	9%	-20%	-5	8%	-3%
CC(C)(C)OC(=O)N1CCN(C(=O)c2[nH]cnc2C(=O)Nc2ccc(Cl)cc2)CC1	0.3	4%	-21%	0%	6%	-16%	-3	-2%	2%
COc1ccc(-c2cc(-c3cccs3)nc3sc(C#N)c(N)c23)cc1	0.4	0%	1%	-5%	-9%	nt	-1	16%	4%

The list goes on.
SMILES	IL2 activator	aSyn rescue	EPAC1 agonist	Abeta yeast res	WRN inhibitor	FUS suppressor	PI5P4K alpha inh	PLK1 PBD inh	EPAC1 antagonist
NC(CCc1ccccc1)c1csc(Nc2cnccn2)n1 (stereo unspecified)	0.6	3%	1%	-9%	4%	4%	-5	-4%	-12%
O=C(Nc1ccccc1)NC1CCN(Cc2nnnn2C2CCCCC2)CC1	-1.1	1%	9%	-12%	-1%	11%	nt	-9%	2%
O=C1OC(C(=O)Nc2ccccc2)Cc2ccccc21 (stereo unspecified)	-1.6	0%	0%	-5%	2%	9%	5	1%	6%
COc1ccc(C2CN=NC23CCc2ccccc2C3=O)cc1 (stereo unspecified)	-0.8	0%	-4%	-14%	-4%	14%	8	0%	3%
Cn1c(NC(=O)c2ccccc2C(F)(F)F)cc(=O)n(C)c1=O	-2.1	-2%	-4%	-38%[inhibitor]	0%	-26%	-7	4%	2%
O=C(CCNS(=O)(=O)c1cccc2nsnc12)NCc1ccc(F)cc1	-4.7	-6%	-4%	4%	3%	10%	4	-11%	?
Cc1ccc(CSCc2ccc(C(=O)NCC3CCCO3)o2)cc1 (stereo unspecified)	-3.7	-2%	11%	2%	-2%	-14%	-10	-15%	-1%
COCCn1nnnc1SCC(=O)NCc1ccc2c(c1)OCO2	-1.7	-2%	0%	-15%	-10%	20%	-2	?	6%
O=C(N/N=C/c1ccc2c(c1)OCO2)c1cccc(NC(=O)c2ccccc2Cl)c1	-2.4	-2%	11%	-4%	-19%	-2%	-2	-4%	-22%
Cc1ccc(N(C(=O)CNC(=O)c2ccco2)C(C(=O)NC2CCCCC2)c2cccnc2)cc1C (stereo unspecified)	0.5	2%	-4%	-6%	-2%	18%	3	-5%	-9%
O=C(NC1CCCCCC1)c1ccc(CS(=O)Cc2cccc(Cl)c2)o1 (stereo unspecified)	-0.9	8%	-8%	9%	0%	21%	-1	-8%	9%
C[C@@H](N)C(=O)NC[C@H]1O[C@@H](n2cnc3c(N)ncnc32)[C@H](O)[C@@H]1O	-0.6	-4%	-10%	-8%	-2%	-14%	-5	-4%	-4%
Cc1cc(C)c2nncn2n1	-0.9	3%	-5%	5%	-8%	-34%	-2	1%	-8%
CN(C)/C=N/c1cc(=O)[nH]c(=O)n1Cc1ccccc1	0.4	2%	-4%	-5%	-2%	-25%	4	-6%	0%
Cc1ccccc1OCCn1cnc2c(N)ncnc21	-0.4	9%	-5%	6%	-4%	-10%	-3	-1%	-4%
O=C(Cc1cccs1)N1CCC(c2nc3c(nnn3Cc3ccc(F)cc3)c(=O)[nH]2)CC1	-0.2	7%	3%	-5%	0%	34%	nt	-5%	3%
O=C(COC(=O)COc1cc(Cl)c(Cl)cc1Cl)NC1CC1	1.0	1%	7%	-1%	-27%	22%	-4	-11%	-9%
COc1ccc(S(=O)(=O)N(C)C[C@H]2Oc3c(NS(=O)(=O)c4cn(C)cn4)cccc3C(=O)N([C@H](C)CO)C[C@@H]2C)cc1	-0.1	-4%	-1%	8%	-4%	13%	-3	-12%	-5%
O=C(c1cccc(S(=O)(=O)N2CCCCC2)c1)N1CCCCC1	-2.6	1%	-2%	26%	8%	12%	nt	2%	11%
CCC(C)NC(=O)C1CCC(CNS(=O)(=O)c2ccc3c(c2)CC(C)N3C(C)=O)CC1 (stereo unspecified)	-0.5	1%	0%	4%	2%	-4%	-15	24µM*	-16%
COC(=O)[C@]1(C)N[C@H](c2ccc(-c3ccccc3)cc2)[C@@H]2C(=O)N(C)C(=O)[C@@H]21	-0.1	-1%	-4%	8%	0%	33%	6	4%	-29%
COc1ccc(-c2nn(-c3ccccc3)cc2C(=O)N(C)CC(=O)Nc2cccc(F)c2)cc1	2.5	2%	-5%	-18%	1%	?	-5	-7%	7%
Cc1c(CC(=O)O)c(=O)oc2c(C)c3occ(-c4ccc(F)cc4)c3cc12	0.3	14%	-7%	-23%	-10%	6%	-15	-14%	1%
C=CCN(C(=O)CNS(=O)(=O)c1ccccc1)C(C(=O)NCCOC)c1ccncc1 (stereo unspecified)	0.3	-6%	0%	12%	0%	7%	0	-2%	-1%
COC(=O)c1cc(OC)c(OC)cc1NC(=O)CSc1ccccc1	0.5	8%	3%	-4%	-9%	30%	-7	0%	1%
COCCCn1c(SCc2cccc(C(F)(F)F)c2)nc2cc(OC)c(OC)cc2c1=N	-0.4	nt	-2%	-3%	0%	3%	3	-9%	-8%
Cc1occc1-c1nnc(SC(C)C(=O)Nc2ccccc2F)o1 (stereo unspecified)	-3.7	1%	-1%	-11%	13%	2%	0	-4%	13%
Cc1ccccc1OCC(=O)Nc1ccc2oc(=O)ccc2c1	0.5	10%	-5%	12%	1%	1%	-6	-11%	-4%
CCOC(=O)N1CCc2c(sc3nc4n(c(=O)c23)N=C(C)CS4)C1	-0.1	-1%	-2%	-1%	-3%	7%	?	-17%	14%
CCN1CCN(c2nc(-c3ccccc3Cl)nc3ccccc23)CC1	0.2	0%	-7%	3%	-1%	-18%	-4	-4%	-2%
COc1ccc(NC(=O)CSc2nnc(-c3ccccc3C)n2N)cc1	-3.4	-2%	1%	-15%	-19%	23%	nt	21µM*	12%
Cc1cc(NC(=O)CSc2nnc(-c3cccnc3)n2C)no1	-1.8	1%	11%	-4%	-5%	19%	nt	-2%	-1%
O=C(c1ccc(NC(=S)Nc2ccc(F)cc2F)cc1)N1CCOCC1	-3.4	4%	-6%	9%	1%	-24%	5	-5%	10%
Cc1ccc(S(=O)(=O)N2CCN(C(=O)COC(=O)c3cncc(Br)c3)CC2)c(C)c1	-0.3	9%	-4%	11%	5%	-4%	-1	3%	-16%
CCCc1cc(=O)oc2cc(C)cc(OC(C)C(=O)NCCCN3CCOCC3)c12 (stereo unspecified)	0.1	-5%	5%	-9%	4%	22%	-1	-16%	11%
COc1ccc(NC(=O)Cn2nnc(C(N)=O)c2N)c(OC)c1	-2.2	-13%	-8%	-19%	10%	12%	-8	-12%	1%
CN1N=C(C(=O)NC2CCCc3c2cnn3-c2ccc(F)cc2F)CCC1=O (stereo unspecified)	-1.9	-8%	11%	-9%	-25%	nt	3	1%	2%
O=C(NCC(F)(F)F)Nc1cccnc1	-0.2	-2%	12%	3%	2%	-15%	15	-8%	-15%
COc1cc(CN2CC(C)OC(C)C2)cc(OC)c1 (stereo unspecified)	-0.2	-4%	1%	-9%	-8%	9%	nt	-2%	-15%
O=C(NCCc1ccc(Cl)cc1)c1ccc(CS(=O)Cc2ccc(Cl)cc2)o1 (stereo unspecified)	-2.0	12%	3%	13%	-8%	23%	11	-1%	-37%
CCCCCCC(=O)NN1CCN(C)CC1	-2.3	-6%	-6%	-2%	-17%[57.1 µM]	-30%	1	0%	4%
C/C(=C\C(=S)Nc1ccccc1)Nc1cccc2ccccc12	-2.5	0%	-5%	-11%	-5%	nt	6	4%	7%
NC(=O)COC(=O)/C=C/c1ccccc1[N+](=O)[O-]	-0.4	2%	7%	-4%	-1%	-5%	-1	-26%	-10%
O=C(OCC#CCSc1nnc(-c2ccc(Br)cc2)o1)c1cccs1	-2.7	-3%	12%	-20%	-8%	30%	2	-16%	?
